# High-throughput results deposited in PubChem by Vanderbilt High Throughput Screening Facility.
# Cav3 T inh: inhibitors of human Cav3.2 T-type calcium channel; Cav3.2-expressing cells, Fluo-4 calcium fluorescence FDSS; hits give low values; 4% of 100,000 active; B-score at 10 µM; O95180;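 active = single-dose well whose peak fluorescence ratio is a statistical outlier from its plate by either plate-standardised score or position-corrected B-score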
# Starred values were filed as active, the others as inactive. Some of the compounds tested; count on the stated rates, not on these rows.
SMILES,Cav3 T inh
COc1cc(O)oc1C=Nc1ccc(C(F)(F)F)cc1,-1.2
COc1ccc(NC(=O)CSC2=NC(=O)CC(C)=N2)cc1,-0.17
C=CCNC(=O)c1onc(CSc2ccccc2F)c1C(=O)O,0.19
CS(=O)(=O)N(CC(=O)NCc1ccc2c(c1)OCO2)Cc1ccccc1,0.53
COc1ccc(CCNC(=O)CCNS(=O)(=O)c2cccc3nonc23)cc1OC,0.36
Cn1c(Cl)c(/C=N/OC(=O)c2cccc(Cl)c2)c2ccccc21,-1.5
O=C1C[C@@H](c2ccccc2)Oc2cc(O)cc(O)c21,2
O=Cc1ccccc1Oc1ccccc1,1.3
COC(=O)c1c(NC(=O)C2CC2)sc2c1CCN(C(C)=O)C2,0.36
COc1ccc(-c2cc(C(F)F)n3ncc(C(=O)N4CCSCC4)c3n2)cc1,-2
CC(=O)C1=C(O)C=C(c2ccco2)CC1c1ccco1 (stereo not given),-1.9
Cc1onc(-c2ccccc2Cl)c1C(=O)NCc1ccco1,-0.55
[N-]=[N+]=NC1C[C@H](n2ccc(=O)[nH]c2=O)O[C@@H]1CO (stereo not given in full),0.74
CCN(CC)CCCN1C(=O)c2oc3ccccc3c(=O)c2C1c1cccnc1 (stereo not given),-0.47
NC1=NC[C@@H](Cc2ccc(O)cc2)N1CCc1cc(C(F)(F)F)cc(C(F)(F)F)c1,1.8
COc1ccccc1CNC(=O)c1ccc(CNc2c(N3CCCC3)c(=O)c2=O)cc1,0.79
CC1(C)[N+]([O-])=C2C(=[N+]([O-])C1(C)C)c1ccccc1/C2=N\O,-0.0051
Cc1ccc(CNC(=O)C(NS(=O)(=O)c2cccs2)C(C)C)cc1 (stereo not given),0.31
COC(=O)COc1ccc(S(=O)(=O)Nc2ccc3c(c2)OCO3)cc1,0.1
COc1ccc2c(c1)c(C(=O)N1CCN(C)CC1)c(C)n2-c1ccccc1,0.8

# Molecules from the list above with a furan ring, fused or not:
SMILES,Cav3 T inh
COc1cc(O)oc1C=Nc1ccc(C(F)(F)F)cc1,-1.2
CC(=O)C1=C(O)C=C(c2ccco2)CC1c1ccco1 (stereo not given),-1.9
Cc1onc(-c2ccccc2Cl)c1C(=O)NCc1ccco1,-0.55

# Six compounds already listed, arranged by the value under Cav3 T inh, low to high.
SMILES,Cav3 T inh
COc1ccc(-c2cc(C(F)F)n3ncc(C(=O)N4CCSCC4)c3n2)cc1,-2
Cn1c(Cl)c(/C=N/OC(=O)c2cccc(Cl)c2)c2ccccc21,-1.5
COC(=O)COc1ccc(S(=O)(=O)Nc2ccc3c(c2)OCO3)cc1,0.1
COC(=O)c1c(NC(=O)C2CC2)sc2c1CCN(C(C)=O)C2,0.36
CS(=O)(=O)N(CC(=O)NCc1ccc2c(c1)OCO2)Cc1ccccc1,0.53
O=Cc1ccccc1Oc1ccccc1,1.3

# (continued)
SMILES,Cav3 T inh
N#Cc1cnn(-c2ncnc3sc(-c4ccccc4)cc23)c1N,0.43
c1cc(-c2nn[nH]n2)ccc1CN1CCCCC1,1.3
COc1ccc(CCC(N)=O)cc1OC,0.68
CC(=O)Oc1ccc(Cn2cnc3cc4ccccc4cc32)cc1,-1.8
O=C(CSc1nc2ccccc2n1CC(=O)N1CCCC1)NCc1ccc2c(c1)OCO2,0.56
CS(=O)(=O)N1CCN(C(=O)c2cc(-c3ccncc3)nc3ccc(Cl)cc23)CC1,1.1
Cc1ccc(-n2c(-c3c(-c4ccccc4)noc3C)n[nH]c2=S)cc1,1.5
O=C(NCCc1ccc(Cl)cc1)C1CCC(=O)N1Cc1ccc(F)cc1 (stereo not given),-0.19
O=C1CCSc2ccc(Cl)cc2N1Cc1cccc(Cl)c1,-3.4
CCOC(=O)CCC(=O)N1CCOCCOCCN(C(=O)CCC(=O)OCC)CCOCCOCC1,0.82
O=C(Nc1ccc(Cl)cc1)OCc1cncs1,-0.25
NC(=O)C1=C[C@H](c2ccc3c(c2)OCO3)C[C@H](OCc2ccc(CO)cc2)O1,0.17
CCCc1cc(=O)[nH]c(SCC(=O)c2cc(C)n(CCOC)c2C)n1,-0.16
COCCCNC(=O)Cn1cc2c(n1)CCC(C)C2 (stereo not given),0.11
CC(=O)Nc1cccc(N2C(=O)CC(N3CCC(C(=O)N4CCCCC4)CC3)C2=O)c1 (stereo not given),0.7
CCOc1ccc2[nH]c(=O)c(C(c3nnnn3C3CCCCC3)N3CCN(CC)CC3)cc2c1 (stereo not given),-1.3
COC(=O)c1cc2c(ccn2-c2ccc(F)cc2)n1CC(C)C,-1.6
CCCOC(=O)CSC1=C(C#N)C(c2ccccc2OC)C(C#N)C(=O)N1 (stereo not given),0.62
COc1ccc(CCCC(=O)NC2CCCCC2C)c(C)c1 (stereo not given),-0.36
C=CCNc1nc(N2CCCCC2)c(C#N)c2c1CN(Cc1ccccc1)CC2,-0.046
CCOc1ccc(NC(=O)CC2CC(C)(C)OC2=O)cc1 (stereo not given),0.11
CC(NC(=O)Nn1cnnc1)(C(F)(F)F)C(F)(F)F,0.23
O=C(c1ccccc1)N1CCN(c2ncnc3c2cnn3-c2ccccc2)CC1,1.7
Cc1nnc(NC(=O)CSc2nnc3scc(-c4ccc(C)c(C)c4)n23)s1,0.19
CC(=O)Nc1nc(CC(C)C)cc2c1c(=O)oc1ccccc12,0.038
Cc1oc(-c2ccccc2Cl)[n+]([O-])c1C,0.46
Cc1ccc(CN2CC(C(=O)O)CC2=O)cc1 (stereo not given),0.027
CCOc1cc(-c2conc2N)cc(OCC)c1OCC,0.43
O=C(CN1CCN(Cc2ccccc2)CC1)Nc1ccc(Cl)cn1,0.43
COc1cc(C(=O)Nc2sc3c(c2C#N)CCN(C(C)=O)C3)cc(OC)c1OC,-0.17
COC(=O)CNC(=O)Cn1cnc2sc(C)c(S(=O)(=O)N3CCC(C)CC3)c2c1=O,0.46
COc1ccc(S(=O)(=O)N2CCOCC2)c(Cl)c1Cl,-0.16
CCC(C)(C)NC(=O)C(c1ccc(F)cc1)N(Cc1ccco1)C(=O)c1snc(C(N)=O)c1N (stereo not given),-1.7
Cc1cc(=O)oc(C)c1C(=O)N1CCN(c2ccc(F)cc2)CC1,0.02
COc1ccc2c(c1)CCc1c(C(=O)N3CC4(C)CC3CC(C)(C)C4)noc1-2 (stereo not given),-1.9
COc1ccc(C(c2nnnn2C2CCCC2)N2CCN(c3ccccc3)CC2)cc1 (stereo not given),-5.2*
CCOC(=O)/C(C#N)=C/c1cc(C)n(-c2ccc(C)cc2)c1C,0.93
CCOC(=O)C1CCN(C(=O)CSc2cc(=O)n(C)c3ccccc23)CC1,0.52
CCOC(=O)N1CCN(S(=O)(=O)c2ccc(Br)s2)CC1,0.69
Cc1cc(C)n(-c2nc(SCCN(C)C)c3c4c(sc3n2)CCCC4)n1,0.41
COC(=O)c1ccc(N2CCN(S(=O)(=O)c3ccccc3)CC2)c([N+](=O)[O-])c1,-1.1
COc1ccc(OC)c(C2=NOC(C(=O)Nc3cccc(C(C)=O)c3)C2)c1 (stereo not given),1
O=C(Cc1ccc(S(=O)(=O)N2CCCC2)s1)NC1CCCCCC1,0.27
COc1cc(C)c(C(C)C)cc1S(=O)(=O)N1CCN(C)CC1,0.009
Cc1nnc(SCC(=O)NC(=O)NC2CCCC2)n1N,0.0094
O=C1C2CC=CCC2C(=O)N1CC1CCCO1 (stereo not given),0.14
CC1CCN(C(=S)NC(=O)C2CCCCC2)CC1,0.17
CCC(C)C(=O)OCC1(c2ccc(C)cc2OC(=O)C(C)C)CO1 (stereo not given),-1.3
CC1(c2nnc(-c3ccc(F)cc3)o2)CC(c2ccc(Cl)cc2)=NO1 (stereo not given),0.49
CCN1C(=O)C(O)(CC(=O)c2ccc(-n3cccc3)cc2)c2ccccc21 (stereo not given),-1.4
FC(F)(F)Oc1ccc(Nc2nc3ccccc3o2)cc1,-0.14
Cc1ccc(CCNC(=O)C2CCCN(C(=O)N(C)C)C2)cc1 (stereo not given),0.5
CS(=O)(=O)N1CCN(c2ccccc2NC(=O)c2ccc(Br)o2)CC1,-1.4
Oc1ccc2ccccc2c1CN1CCN(c2ccccc2)CC1,-0.018
Cc1nc(-c2cccc(S(=O)(=O)N3CCC(C)CC3)c2)cs1,-3.4
CC(C)(C)C(=O)Nc1ccc2c(c1)-c1cc(NC(=O)C(C)(C)C)ccc1C2,0.085
O=C(CSc1ncccn1)NCc1ccccc1Cl,0.045
C=CCN(CC=C)C(=O)Cc1ccc(F)cc1,-0.09
COc1ccc(C(=O)NC(=S)Nc2ccc([N+](=O)[O-])cc2C)cc1OC,-0.06
Cc1nn(-c2ccccc2)c(Cl)c1C(=O)Nc1nnc(C2CCCCC2)s1,-4.4*

# Further records
SMILES,Cav3 T inh
COc1cccc(C(=O)OCn2nnc3ccccc3c2=O)c1,0.5
CCCNS(=O)(=O)c1ccc(NC(=O)Cc2cccs2)cc1,-0.93
N#Cc1cc2c(nc1SCc1ccccc1)CCC2,-0.14
Cc1nnc(NC(=O)C2CCN(c3cnccn3)CC2)s1,-0.78
C=C(C)CN(CC)C(=O)CSc1nc2ncc(Cl)cc2[nH]1,-0.88
COc1cccc(-c2ccc(-c3noc(-c4ccccc4F)n3)c(OC)n2)c1,-3.4
O=C(Cc1ccccc1)Nc1cc(C(=O)c2ccccc2)ccc1N1CCOCC1,-1.8
O=C(Nc1nccs1)c1cnccn1,1.7
Cn1c(=O)c(-c2ccccc2)nn2c3ccccc3nc12,1.5
COc1ccccc1N1C(=O)c2ccccc2NC1C(OC)OC (stereo not given),0.44
O=C(CC(=O)NN=C1CCCC1)NCCc1ccccc1,0.77
Cc1ccc(OCC(=O)N2CCN(c3nnc(-c4ccc(C)cc4)c4ccccc34)CC2)cc1,-7.4*
Cc1cc(N2CCC(C)CC2)nc(SCC(=O)c2ccccc2)n1,-4.7*
CCn1c(SCC(=O)OCc2ccccc2)nc2c1c(=O)n(C)c(=O)n2C,0.4
COc1ccccc1CNC(=O)CCS(=O)(=O)c1cccs1,0.62
O=C(c1ccc(S(=O)(=O)N2CCOCC2)cc1)N1CCN=C1SCc1cccnc1,0.91
Cc1ccc(C(=O)N2CCN(c3ccc(NC(=O)c4cccnc4)cc3)CC2)cc1,0.59
Cc1c(O)c(CN2CCCC2)cc2c1oc(=O)c1ccccc12,2.1
O=C(Nc1ccccc1-c1nnn(CC(=O)N2CCCc3ccccc32)n1)c1cccc(Cl)c1,-2.3
Cc1ccc(C)c(N2CCN(C(=O)c3ccc(CSc4nc5ccncc5[nH]4)cc3)CC2)c1,-1.4
C/C(Nc1ccc(C)cc1)=C(/C#N)C(N)=O,0.65
O=C(Nc1ccc(Br)c2cccnc12)c1ccc(Cn2cc([N+](=O)[O-])cn2)o1,-0.82
CC1CCCCN1C(=O)CSc1nc2ccsc2c(=O)n1Cc1ccccn1 (stereo not given),1.3
CCCc1cc2c(cc1NS(=O)(=O)c1ccc(CCNC(C)=O)cc1)OCO2,0.046
CC[C@H](C)[C@@H](C(=O)N1CCNCC1)n1cc([C@@H](N)CO)nn1,0.072
Cc1cc(O)c2c(-c3ccccc3)cc(=O)oc2c1,-0.14
Cc1ccc(-n2c(SCC(N)=O)nnc2-c2ccc(S(=O)(=O)N3CCCCC3)cc2)c(C)c1,1.3
O=C(CSc1ccc(Cl)cc1)Nc1ccccc1N1CCN(C(=O)c2ccccc2)CC1,-0.96
Cc1cc(C)c(C(=O)CC2(O)C(=O)Nc3ccccc32)cc1C (stereo not given),-1.7
CCOC(=O)c1c(NC(=O)CSc2nnc(C)s2)sc2c1CCCCC2,-3.9
Cc1cc(NCCCN)nc(-c2ccccc2O)n1,0.42
CC(C)(C)OC(=O)N1Cc2ccccc2C[C@H]1C(=O)O,1.5
COc1cccc(C(=O)Nc2c3c(nn2-c2ccccc2C)CS(=O)C3)c1OC (stereo not given),3.5
COC(=O)CC1C(=O)NCCN1C(=O)NC1CCCCC1 (stereo not given),0.4
NC1=NC(=O)CC(C(=O)NCCc2ccccc2)S1 (stereo not given),0.79
O=C(CCCn1c(=S)[nH]c2ccccc2c1=O)NC1CCCCC1,0.87
FC(F)Oc1ccc(NC(=S)NN2CCOCC2)cc1,0.19
O=C(NCCN1CCN(c2ccccc2F)CC1)C1CC(=O)N(C2CCCC2)C1 (stereo not given),0.52
CCC(C)(C)n1nnnc1C(c1ccc(OC)c(OC)c1)N1CCN(c2ccccc2)CC1 (stereo not given),-1
CC1(c2ccccc2)CC(C)(C)N(C(=O)C2CCCO2)c2ccccc21 (stereo not given),-4.5*
O=C(Nc1ccccc1C(=O)O)c1cncc(Br)c1,-0.14
COC(=O)[C@@H]1C[C@@]2(O)[C@H](O)[C@H](O)[C@H](O)C[C@H]2N1CC1CC1,0.11
O=C(Nc1nccs1)c1cc(S(=O)(=O)N2CCOCC2)ccc1Cl,1.8
CCOc1cc(C(=O)OCC(=O)c2c(N)n(C)c(=O)n(C)c2=O)cc(OCC)c1OCC,0.037
Cc1ccc(-c2noc(CCC(N)=O)n2)cc1,0.13
O=C(NCc1ccco1)c1cc(-c2ccccc2)nc2ccccc12,-0.65
Cc1ccc(OCC(O)CNC(=O)c2ccccc2C(=O)O)cc1 (stereo not given),0.76
COC(=O)COc1ccc(S(=O)(=O)N2CCN(c3ccccc3F)CC2)cc1C,-0.61
Cc1ccccc1NC(=O)c1cnn(-c2ccccc2)c1NC(=O)c1ccco1,-0.7
Cc1cc(C)nc(SCC(=O)Nc2ncc3c(n2)CCCC3=O)n1,-0.078
CCCCC1(CCCC)NC(=S)N(Nc2ccc(C)cc2)C1=O,-0.3
